Screening results (PubChem BioAssay)
TLR9-MyD88 block: inhibitors of human TLR9-MyD88 binding | inhibition, % at 4.98 µM | AID 504734 | CHO BLA complementation TLR9-MyD88, CCF4 FRET ratio | 0.21% of 340,000 active;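 active means inhibition above the mean over all tested compounds plus 3 SD, cut at about 21% in these data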;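 further: 0% = DMSO only wells and 100% = clavulanate BLA inhibitor control wells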
ABHD5 PLIN5 PPI: ABHD5-PLIN5 protein interaction inhibition; 0.78% of 360,000 active; Split G. princeps luciferase complementation, luminescence, 4 h; Q00G26+Q8WTS1; inhibition, % at 4 µM;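 active means inhibition above the mean inhibition across every tested compound plus 3 SD, cut at about 22% in these data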;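 further: 0% = DMSO only wells and the 100% control is not disclosed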
SRC2 inh: inhibits human steroid receptor coactivator 2 | Q15596 | HEK293 GAL4-SRC2 luciferase reporter, luminescence | inhibition, % at 9 µM | 0.17% of 370,000 active;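 active means inhibition above the mean inhibition of all tested compounds plus 3 SD, set per campaign, cut at about 52% in these data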;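 further: 0% = DMSO treated cells and 100% = cells given Gossypol at 36 µM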
MC4R barr agon: activates human MC4R beta-arrestin recruitment; U2OS MC4R beta-arrestin complementation, luminescence; percent of melanotan II response, DMSO zero; P32245; 0.98% of 360,000 active; activation, % at 8.9 µM;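 active means activation above a per-plate cutoff, the mean activation of sample wells on that plate plus 3 SD, cut at about 8% in these data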
SRC3 inh: inhibitors of human steroid receptor coactivator 3 (SRC3). Q9Y6Q9. HEK293 GAL4-SRC3 luciferase reporter, luminescence. inhibition, % at 3.6 µM. 0.17% of 360,000 active;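 active means inhibition above a per-campaign cutoff, the mean of all compounds plus 3 SD, cut at about 60% in these data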;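 further: 0% = DMSO-treated cells and 100% = gossypol-treated cells at 36 µM; higher means less SRC3-driven luciferase light from the GAL4 reporter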
COUP-TFII inh: NR2F2 (human) inhibition, primary screen; P24468; HEK293T NGFI-A luciferase reporter, luminescence; inhibition, % at 8.6 µM; 0.7% of 370,000 active;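 active means inhibition above a per-plate cutoff, mean inhibition of test wells between control levels plus 3 SD, cut at about 38% in these data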;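 further: cells cotransfected with COUP-TFII expression vector driving the NGFI-A reporter; 0% = median of COUP-TF2 test wells and 100% = reporter-only cells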
MC4R antag cAMP: blocks human MC4R cAMP signaling. MC4R-expressing cells, MTII-stimulated cAMP, LANCE TR-FRET. AID 540295. inhibition, % at 6.5 µM. P32245. 0.48% of 360,000 active;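 active means inhibition above its plate's cutoff, the mean of tested wells on that plate plus 3 SD, cut at about 29% in these data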;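 further: 0% = Melanotan II alone and 100% = Melanotan II plus saturating MCL0020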
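Material – human MC4R-expressing U2OS cells · Repeats – no replicates · Detection – TR-FRET with Eu-cAMP and labeled anti-cAMP, 671 nm · Times – compound 30 min, challenge 1 h, detection 1 h · Compound – single nominal compound dose of 6.5 µM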
NOD2-RIPK2 inh: NOD2-RIPK2 protein interaction inhibition. inhibition, % at 4.98 µM. AID 624267. CHO BLA complementation NOD2-RIPK2, CCF4 ratio. O43353. 0.38% of 360,000 active; in the data active means inhibition above about 21%;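 further: 0% = vehicle only and 100% = reference blocker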
Target sequence (O43353 whole entry, looked up): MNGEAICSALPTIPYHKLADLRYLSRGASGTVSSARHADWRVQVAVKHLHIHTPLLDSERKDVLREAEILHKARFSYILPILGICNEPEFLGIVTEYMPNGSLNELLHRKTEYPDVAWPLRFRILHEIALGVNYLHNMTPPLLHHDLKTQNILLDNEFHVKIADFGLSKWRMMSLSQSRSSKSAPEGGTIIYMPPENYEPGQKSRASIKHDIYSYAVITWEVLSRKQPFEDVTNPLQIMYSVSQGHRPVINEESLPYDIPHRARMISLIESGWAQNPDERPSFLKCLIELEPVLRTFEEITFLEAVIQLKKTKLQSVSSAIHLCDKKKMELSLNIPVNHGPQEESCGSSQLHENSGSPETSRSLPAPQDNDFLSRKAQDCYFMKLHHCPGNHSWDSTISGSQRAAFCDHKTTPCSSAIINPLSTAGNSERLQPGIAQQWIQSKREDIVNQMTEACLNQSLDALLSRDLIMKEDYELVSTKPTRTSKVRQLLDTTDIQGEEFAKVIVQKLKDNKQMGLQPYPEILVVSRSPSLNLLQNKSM
NR5A2 inv ag: NR5A2 inverse agonism in reporter assay; HEK293T StAR-luciferase reporter, LRH-1 transfected, 24 h; inhibition, % at 3.6 µM; 0.13% of 360,000 active; AID 602396;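 active means inhibition above the mean inhibition of all tested compounds plus 3 SD, cut at about 73% in these data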;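 further: 0% = DMSO wells and 100% = reporter-only cells lacking LRH-1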
Target sequence (O00482 whole entry, looked up): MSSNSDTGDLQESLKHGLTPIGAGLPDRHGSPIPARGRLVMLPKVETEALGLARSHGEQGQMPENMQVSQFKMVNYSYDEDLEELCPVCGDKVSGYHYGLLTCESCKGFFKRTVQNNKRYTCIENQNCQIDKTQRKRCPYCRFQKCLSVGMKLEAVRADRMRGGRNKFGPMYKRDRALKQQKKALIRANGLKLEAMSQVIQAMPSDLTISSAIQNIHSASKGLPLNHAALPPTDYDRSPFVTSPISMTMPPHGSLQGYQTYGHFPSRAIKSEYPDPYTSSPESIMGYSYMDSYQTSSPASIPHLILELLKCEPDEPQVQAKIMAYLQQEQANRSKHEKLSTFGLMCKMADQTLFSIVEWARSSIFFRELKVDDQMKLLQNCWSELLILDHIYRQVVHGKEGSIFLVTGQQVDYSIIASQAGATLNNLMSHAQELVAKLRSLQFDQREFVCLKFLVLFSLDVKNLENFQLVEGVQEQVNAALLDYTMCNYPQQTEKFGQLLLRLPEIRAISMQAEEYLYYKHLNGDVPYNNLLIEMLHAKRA
LMP1 NFkB inh: inhibitors of Epstein-Barr LMP1-induced NF-kappaB reporter; 0.69% of 350,000 active; AID 504558; LMP1-induced NF-kappaB luciferase reporter cells, luminescence; inhibition, % at 12.5 µM; in the data active means inhibition above about 41%;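 further: 0% = neutral control wells and 100% = reference inhibitor control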
SRC1 inh: human NCOA1 inhibition; HEK293 GAL4-SRC1 luciferase reporter, luminescence; inhibition, % at 3.6 µM; 0.12% of 360,000 active;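 active means inhibition above the campaign mean plus 3 SD, with each screening campaign given its own cutoff, cut at about 60% in these data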;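 further: 0% = DMSO treated cells and 100% = gossypol at 36 µM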
An asterisk follows results filed as active; · = not tested or not shown. The list is partial; the hit share may differ from the screen's.

nr	structure	TLR9-MyD88 block	ABHD5 PLIN5 PPI	SRC2 inh	MC4R barr agon	SRC3 inh	COUP-TFII inh	MC4R antag cAMP	NOD2-RIPK2 inh	NR5A2 inv ag	LMP1 NFkB inh	SRC1 inh
1	CCOC(=O)c1oc2ccccc2c1COC(=O)C(C)NC(=O)c1ccco1 (configuration not stated)	-3	4	-8	-0.9	-7	6	-3	6	2	-8	-11
2	CC(=O)c1ccc(N2CCN(C(=O)Nc3ccc(F)cc3F)CC2)cc1	3	4	1	-1.9	12	-22	-4	-6	-26	-71	-11
3	CN(C)CCN(Cc1cccs1)S(=O)(=O)c1csc(C(N)=O)c1	-5	-2	-3	0.6	10	-7	0	-5	15	-8	9
4	COC(=O)c1c(C)nc(C)c(C(=O)OC)c1-c1ccc(OC)cc1	4	9	1	-2.0	-12	-10	5	5	-20	-5	22
5	O=C(O)c1cc(N2CCCC2)ccn1	-8	10	7	-1.3	7	7	8	-4	-27	-1	-25
6	N#CC1c2ccccc2C=CN1C(=O)N(c1ccccc1)c1ccccc1 (configuration not stated)	-4	36*	14	-1.8	-2	4	17	-10	-17	8	-4
7	Cc1ccc(C(=O)N2CCN(c3ncnc4c3cnn4-c3ccccc3)CC2)cc1	-4	2	-28	0.6	-15	-6	5	-6	-12	4	-2
8	Cc1cc(C)c(OCC(=O)N2CC=C(c3ccccc3)CC2)c(C)c1	4	4	15	0.6	2	-21	5	2	-1	-1	-17
9	Cc1ccc(-n2nnnc2SCC(=O)NCC2(N3CCCCC3)CCCCC2)c(C)c1	-1	2	-8	-1.2	9	-8	1	2	-15	-11	-20
10	O=C(N[C@H]1C/C=C\C[C@H](CC(=O)N(CCO)Cc2ccccc2)C(=O)N[C@@H](c2ccccc2)COC1=O)OCC1c2ccccc2-c2ccccc21	6	0	·	-0.3	3	·	-5	1	8	2	1
11	CCCNC(=O)C1(C)CCN(C(=O)Cc2ccc3ccccc3c2)C1 (configuration not stated)	·	-2	-3	-0.7	5	3	0	4	-4	·	-4
12	O=C(/C=C/c1ccc(Cl)c(C(F)(F)F)c1)N1CCN(c2ccccn2)CC1	-6	-9	-20	0.0	-23	10	2	2	4	6	-1
13	Cc1ccc(S(=O)(=O)N2CCCOC2CNC(=O)C(=O)NCc2cccnc2)cc1 (configuration not stated)	4	-5	-9	0.2	-8	-20	1	-11	-1	-8	3
14	COc1cccc(N2CCN(C(=S)NCc3ccco3)CC2)c1	-5	0	-11	0.6	9	4	-1	-4	5	-2	10
15	COCCn1cc(C(=O)NCCN(C)C)c2c3ccccc3n(C)c2c1=O	-10	-8	8	-0.2	-4	-8	3	3	4	8	-40
16	COc1nccc(C(F)(F)F)c1C(=O)Nc1ccc(Cl)cc1	-10	8	11	-1.2	5	0	4	-13	23	1	-8
17	CCCC(C(=O)Nc1nccs1)c1ccccc1 (configuration not stated)	3	2	-20	2.0	-5	2	13	-2	18	-5	15
18	Cc1ccc(N2CCN(c3ccc(NC(=O)CCC(=O)O)cc3)CC2)cc1	-3	6	-12	-1.3	1	10	15	-7	5	4	-14
19	CC(=O)Cn1c(CN2CCCC2)nc2ccccc2c1=O	-10	-1	-13	-2.5	9	-3	9	-6	0	-12	8
20	COC(=O)c1ccc(NC(=O)CSc2nccn2CCc2ccccc2)cc1	3	2	-24	1.8	-73	-22	3	-10	-9	-32	-38
21	CC(=O)c1ccc(S(=O)(=O)N2CCN(CC(=O)Nc3ccc(Cl)c([N+](=O)[O-])c3)CC2)cc1	-17	-3	-19	-0.6	1	-8	4	-5	0	1	6
22	CC1(C(=O)NCCC#N)CCN1C(=O)CC(c1ccccc1)c1ccccc1 (configuration not stated)	·	-1	-10	-0.3	3	5	-1	1	9	·	3
23	CCC(CO)NCc1ccc(Br)cc1 (configuration not stated)	-8	2	-26	-1.2	2	-26	3	-1	20	1	-4
24	COCCNC(=O)CSc1c2c(nc3ccc(Cl)cc13)CCCC2	-4	13	-19	-4.4	19	5	23	-3	0	-8	-6
25	CC(=O)c1cc(Cc2csc(C(C)=O)c2)cs1	4	-1	-2	-0.3	3	-31	-6	1	5	-3	-12

Exported with two lines to a compound: entries from further up.
Values run as follows: TLR9-MyD88 block | ABHD5 PLIN5 PPI | SRC2 inh | MC4R barr agon | SRC3 inh | COUP-TFII inh | MC4R antag cAMP | NOD2-RIPK2 inh | NR5A2 inv ag | LMP1 NFkB inh | SRC1 inh
5) O=C(O)c1cc(N2CCCC2)ccn1
→ -8 | 10 | 7 | -1.3 | 7 | 7 | 8 | -4 | -27 | -1 | -25
6) N#CC1c2ccccc2C=CN1C(=O)N(c1ccccc1)c1ccccc1 (configuration not stated)
→ -4 | 36* | 14 | -1.8 | -2 | 4 | 17 | -10 | -17 | 8 | -4
7) Cc1ccc(C(=O)N2CCN(c3ncnc4c3cnn4-c3ccccc3)CC2)cc1
→ -4 | 2 | -28 | 0.6 | -15 | -6 | 5 | -6 | -12 | 4 | -2

(cont.)
nr	structure	TLR9-MyD88 block	ABHD5 PLIN5 PPI	SRC2 inh	MC4R barr agon	SRC3 inh	COUP-TFII inh	MC4R antag cAMP	NOD2-RIPK2 inh	NR5A2 inv ag	LMP1 NFkB inh	SRC1 inh
26	Cc1cccc(NS(=O)(=O)c2ccc(OCC(=O)N3CCCC3)cc2)c1	-1	-3	10	-3.9	8	13	9	-1	15	-4	1
27	Fc1cccc(Cc2noc(CN3CCCN(C4Cc5ccccc5C4)CC3)n2)c1	-3	4	-40	-1.1	18	2	10	2	-3	8	-38
28	Cc1onc(-c2ccccc2)c1C(=O)OCCOc1ccccc1F	4	5	18	-1.9	12	12	5	-2	5	-8	-8
29	COc1ccc(CCNc2oc(Cc3cccc4ccccc34)nc2C#N)cc1OC	10	2	35	-0.5	18	14	0	-6	-23	13	4
30	CC(C)[C@@H]1Cc2[nH][nH]c(=O)c2[C@H](C(C)C)O1	·	5	-32	·	·	12	·	-8	-1	·	·
31	CCCOCC1CC2(SC(=Nc3ccc(C)cc3)NC2=O)C(=O)O1 (configuration not stated)	3	-7	7	0.8	-7	-2	12	8	-11	-8	-7
32	CN(C)c1ccc2c(=O)cc[nH]c2c1	·	-13	8	·	-10	-17	·	-6	31	·	-2
33	COC(=O)C1=CO[C@@H](O[C@@H]2O[C@H](CO)[C@@H](O)[C@H](O)[C@H]2O)[C@H]2[C@@H]1C(=O)C[C@@H]2C	-3	5	-18	-0.1	-2	9	1	-9	7	10	-9
34	CCOC(=O)c1c(NC(=O)CCl)sc(C(=O)N(CC)CC)c1C	-1	0	24	0.1	-14	-16	33*	10	-6	14	-8
35	CC(=O)NC1=NC(=O)C(C)S1 (configuration not stated)	-9	-1	-5	-1.5	7	-2	15	-1	-11	0	-10
36	O=C(CNc1cccc(S(=O)(=O)N2CCCC2)c1)Nc1cccc(F)c1	3	3	-3	0.8	22	11	10	-3	18	1	1
37	C=CC(=O)NCC1OCCc2ccccc21 (configuration not stated)	-1	5	1	0.9	9	8	23	-4	4	-3	-4
38	Cc1cccc(C(=O)NNC(=O)CSc2nnc(C3CC3)n2C)c1	11	6	-6	0.1	-20	2	-1	3	22	-10	3
39	Cc1cc(F)ccc1S(=O)(=O)Nc1ccccc1C(=O)NCc1ccccn1	-2	-1	0	-1.6	2	-9	16	-3	16	-5	-1
40	Cc1cc(C)c(C(=O)CC2(O)C(=O)Nc3ccccc32)cc1C (configuration not stated)	4	1	-11	-1.2	10	-17	-3	-9	11	-32	-1
41	CC(C)c1ccc(-c2csc3nc[nH]c(=O)c23)cc1	-4	-6	-38	0.1	4	-19	7	1	-20	-4	-23
42	CCCN(CC(=O)Nc1ccccc1C)C(=O)c1ccc(S(=O)(=O)N2CCCCCC2)cc1	1	-1	6	-2.6	2	18	-7	-4	5	-25	-13
43	CN1CCc2c(sc(NC(=O)c3ccc(S(=O)(=O)N4CCCC4)cc3)c2C(N)=O)C1	2	6	-16	-2.1	13	-4	-1	-5	11	-10	15
44	CC(=O)c1ccc(NC(=S)Nc2cccc3cnccc23)cc1	4	-39	-27	2.1	5	15	-2	-10	41	-4	14
45	Cc1nnc(SCC(=O)N2CCCCC2)n1CC1CCCO1 (configuration not stated)	2	-1	-23	-1.5	-12	-20	2	-3	-4	-13	-4
46	CCOc1ccc(C(=O)NCCN2CCOCC2)cc1	3	-4	-25	-2.0	-6	-3	1	1	-8	4	-13
47	COC1=CC(C)C2CC3OC(=O)CC4C(C)=C(OC)C(=O)C(C2(C)C1=O)C34C (configuration not stated)	·	20	-4	1.2	-42	13	14	-2	-5	·	-17
48	C[C@H](CO)N1C[C@H](C)[C@H](CN(C)C(=O)Nc2ccc(C(F)(F)F)cc2)OCc2cnnn2CCCC1=O	8	7	-3	-0.2	-17	6	3	-8	-5	0	7
49	COc1cc(SC)ccc1C(=O)NCCOc1ccc(Cl)cc1	-4	-5	14	-0.1	10	-1	13	5	-24	-1	-9
50	Cc1ccccc1C(=O)NC(=S)Nc1sc2c(c1C#N)CCCC2	11	4	-15	-3.1	0	11	8	-6	-9	-1	-5

nr	structure	TLR9-MyD88 block	ABHD5 PLIN5 PPI	SRC2 inh	MC4R barr agon	SRC3 inh	COUP-TFII inh	MC4R antag cAMP	NOD2-RIPK2 inh	NR5A2 inv ag	LMP1 NFkB inh	SRC1 inh
51	Cc1ccc(N(CC(=O)NCc2ccccc2Cl)S(=O)(=O)c2c(C)noc2C)cc1	9	-2	-38	0.3	17	-15	8	-1	-12	-2	7
52	CC(C)C[C@H](N)C(=O)N1CCC(C(=O)N[C@H](C(=O)NC(C)c2ccccc2)C(C)C)CC1 (some centres not stated)	2	4	-7	-0.5	12	-2	6	-8	-21	4	-5
53	CCC(=O)OCCNc1cc(Sc2nc3ccccc3[nH]2)c2nonc2c1[N+](=O)[O-]	56*	43*	-1	-2.1	18	8	-24	80*	2	10	9
54	O=C(CN1CCCCCC1)Nc1nc2ccccc2s1	-8	3	4	-0.5	-19	-17	-1	1	-24	-14	-27
55	O=C(c1cccc(Br)c1)N1CCN(c2ccc(N3CCOCC3)nn2)CC1	13	-3	-10	-2.4	-5	-6	0	-14	17	-2	1
56	COc1cc(C2c3cc4c(cc3OC(C)(N3CCCC3)C2C)OCO4)cc(OC)c1OC (configuration not stated)	-7	0	-7	-1.4	10	-3	-25	0	29	-10	3
57	CC(C)c1cccc(C(C)C)c1NC(=O)CNCc1ccccc1F	-2	-4	18	2.0	15	1	24	11	-2	3	-3
58	O=C(Nc1ccc(N2CCOCC2)cc1)C1CC(=O)N(c2ccccc2)C1 (configuration not stated)	-1	-4	3	-3.5	2	11	2	-4	8	2	-14
59	CC(=O)NC1c2ccccc2C(=O)N1Cc1ccccc1 (configuration not stated)	-13	1	-96	-1.7	0	-6	1	0	15	0	18
60	COc1cc(C(CC(=O)N2CCCC2)c2c(OC)cc(OC)c3c(-c4ccccc4)cc(=O)oc23)cc(OC)c1OC (configuration not stated)	-1	3	11	-1.6	-15	9	13	-2	-9	5	-26
61	CCOCCCNC(=S)N(CCCN(C)C)Cc1cc2cc3c(cc2[nH]c1=O)OCCO3	-5	-4	-10	-0.9	8	-3	-1	1	13	-2	-14
